mcGAS MS inh: mouse cGAS inhibition by mass spec; Q8C6L5; 130,000 compounds, 0.18% hits; recombinant mouse cGAS, cGAMP by RapidFire MS; inhibition, % at 12.5 µM;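 active = inhibition of cGAS enzyme activity at or above 60%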;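 note: enzyme stimulated by 45 bp dsDNA with ATP and GTP substrates; cGAMP share of summed cGAMP plus half ATP and half GTP signals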
Target sequence (Q8C6L5 whole entry, looked up): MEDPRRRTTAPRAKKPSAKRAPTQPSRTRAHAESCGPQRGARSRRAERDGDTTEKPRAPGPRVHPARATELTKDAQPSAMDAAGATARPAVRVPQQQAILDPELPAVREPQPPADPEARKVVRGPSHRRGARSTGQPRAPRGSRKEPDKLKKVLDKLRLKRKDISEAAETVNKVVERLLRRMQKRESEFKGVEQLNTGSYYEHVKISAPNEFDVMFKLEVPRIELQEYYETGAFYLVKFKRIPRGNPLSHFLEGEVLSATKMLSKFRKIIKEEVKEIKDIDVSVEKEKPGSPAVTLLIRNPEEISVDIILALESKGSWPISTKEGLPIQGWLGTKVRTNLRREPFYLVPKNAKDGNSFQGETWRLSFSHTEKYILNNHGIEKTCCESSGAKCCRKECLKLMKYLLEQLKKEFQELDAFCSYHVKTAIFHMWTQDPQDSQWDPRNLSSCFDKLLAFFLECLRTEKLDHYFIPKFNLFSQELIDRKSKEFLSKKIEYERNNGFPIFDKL
* marks the source's active call; other numbers are inactive results; & = joins results of further samples.

SMILES	mcGAS MS inh
Cc1nc(Cl)cc(Nc2ccc(OCCO)cc2)n1	-13.5
Clc1ccc(Nc2nc3ccccc3n3cnnc23)cc1	-2.0
CC(Sc1nnc(N2CCCC2)n1-c1cccc(Cl)c1)C(=O)NC1CC1 (stereo not drawn)	-9.7
COc1cccc(CN(C)C(=O)c2sc(=O)n(Cc3ccccc3OC(C)=O)c2C)c1	-0.6
CC(=O)Nc1ccc(CN2CCCCC2CN2CCOCC2)cc1 (stereo not drawn)	-3.1
Cc1ccc(-c2ccnc(N(C)Cc3cc(C4CC4)on3)n2)c(C)n1	-16.6
CO[C@H]1C=CO[C@@]2(C)Oc3c(C)c(O)c4c(O)c(c(C=NN5CCN(C)CC5)c(O)c4c3C2=O)NC(=O)/C(C)=C\C=C/[C@H](C)[C@H](O)[C@@H](C)[C@@H](O)[C@@H](C)[C@H](OC(C)=O)[C@@H]1C	8.4
CC(C)(C)CC(C)(C)c1ccc(OCOCCOCCO)c(Cc2cc(C(C)(C)CC(C)(C)C)cc(Cc3cc(C(C)(C)CC(C)(C)C)ccc3OCOCCOCCO)c2OCOCCOCCO)c1	-8.6
CN(C(=O)c1ccc2c(c1)[nH]c(=O)n2C1CCCC1)C1CCN(c2cccc(F)c2)CC1	0.8
CC(C)N1CCCC(C)(C(=O)Nc2ccccc2)C1 (stereo not drawn)	-4.1
Cc1cnc(CNC(=O)c2ccccc2NCc2sccc2C)cn1	-9.6
COc1ccc(CCNc2c([N+](=O)[O-])c(=O)n(C)c3ccccc23)cc1OC	-3.4
Cn1nc(Oc2nc(N3CCCCC3)nc(N3CCCCC3)n2)ccc1=O	13.0
CSCc1nc2sc(C(=O)NCCc3ccccc3)c(C)c2c(=O)[nH]1	-6.3
O=C(c1ccc2cccnc2c1O)N1CCOC(c2ccc(F)cc2)C1 (stereo not drawn)	-18.0
CCOC(=O)N1CCN(C(=O)c2cc3c(=O)n4cccc(C)c4nc3s2)CC1	-2.0
CCC(c1cccnc1)N(C)Cc1c(CO)cnc(C)c1O (stereo not drawn)	-12.2
Cc1nc(-c2cccc(NC(=O)CN3CCCC3C(=O)N(C)C)c2)cs1 (stereo not drawn)	3.7
Cc1ccccc1Cn1c(=O)c2c(nc3n(CCCN4CCOCC4)c(C)cn23)n(C)c1=O	-8.3
O=[N+]([O-])c1c(Oc2ccc(Cl)cc2)nc2sccn12	-38.9
Cc1nn(CC(=O)O)c(C)c1Cl	-9.9
COc1ccccc1C1(c2c(OC)c(=O)c2=O)SCCCS1	-5.2
COc1ccc(C(=O)NC(C)(C)c2nc(C(F)(F)F)cs2)cc1	4.7
O=C(NCCc1ccco1)c1ccc(Br)cc1F	-3.2
CCOc1nnc(CN(CCO)C2CCCc3ccccc32)s1 (stereo not drawn)	-23.0
(more compounds)
SMILES	mcGAS MS inh
Cn1nc(C(=O)O)c2c1CCN(C(=O)C1CCCN1S(C)(=O)=O)C2 (stereo not drawn)	0.0
COc1cc(C(=O)N(CC#N)C2CC2)ccc1OC(F)F	2.0
COCCNC(=O)Cn1nc(C)c2cnn(-c3ccccc3)c2c1=O	-4.9
Cc1ccn(CCC(=O)NC2CCCc3c2cnn3-c2ccc(F)cc2F)n1 (stereo not drawn)	-1.3
CCC(C)c1cc(C(=O)Nc2n[nH]c(-c3cccc(C)n3)n2)on1 (stereo not drawn)	-0.8
Cc1nc2ccc(S(=O)(=O)N3CCN4CCNC(=O)C4C3)cc2s1 (stereo not drawn)	2.9
CCOC(=O)c1nn(-c2ccc(C)cc2)c(=O)cc1NCc1ccc(Cl)cc1	-4.1
CCCCCCn1c2ccccc2c2nc3ccccc3nc21	-6.6
Ic1ccc(-c2ncc3ccccn23)cc1	5.4
COc1ccc(CN2CCN(Cc3cccn3-c3ccccn3)CC2CCO)c(C)c1C (stereo not drawn)	-3.4
COC(=O)C1=C(C(=O)OC)SC(=C2C(=S)C(C)(C)N(C(C)=O)c3cc(C)ccc32)S1	-5.8
O=C(Nc1cc(S(=O)(=O)N2CCCC2)ccc1O)c1ccc(Cl)cc1F	-8.7
O=C(CCn1cnc2ccccc21)NN=Cc1cc(Br)cc(Br)c1O	15.7
Cc1nc(CN2CCN(C(=O)C(C)NC(=O)c3ccoc3)CC2)cs1 (stereo not drawn)	-5.3
CN(Cc1ccccc1F)C(=O)CN(CC(N)=O)Cc1ccccc1	0.0
Cc1nc(SC(C)C(=O)Nc2ccc(F)cc2Cl)n[nH]1 (stereo not drawn)	-1.7
CCOc1cccc(=O)c2c(C)[nH]c(C)c12	-22.2
COc1cc(C=C(C#N)S(=O)(=O)c2cc(Cl)ccc2Cl)cc(OC)c1	-5.3
C(=C\c1ccccc1)/CN1CCCC1c1ccsc1 (stereo not drawn)	1.6
O=C(c1cn(CC2CCCO2)nn1)N1CCCN(c2nc3ccccc3s2)CC1 (stereo not drawn)	-3.0
Cc1cc(C(=O)NCC2CCN(CCO)CC2)ccc1I	-2.3
Cc1cnn(C(C)C(C)NCCS(=O)(=O)C(F)(F)F)c1 (stereo not drawn)	49.0
O=C1Nc2ccccc2C12CCCN(Cc1cnc(-c3ccccn3)nc1)C2 (stereo not drawn)	-9.6
Cc1cccn2c(=O)nc(SCC(=O)Nc3cccc(Cl)c3)nc12	-2.0
Cc1cccnc1NC(=O)c1ccc(Br)o1	-17.3

Seven of the compounds above, as a markdown table:
| canonical_smiles | mcGAS MS inh |
| --- | --- |
| C(=C\c1ccccc1)/CN1CCCC1c1ccsc1 (stereo not drawn) | 1.6 |
| O=C(c1cn(CC2CCCO2)nn1)N1CCCN(c2nc3ccccc3s2)CC1 (stereo not drawn) | -3.0 |
| Cc1cc(C(=O)NCC2CCN(CCO)CC2)ccc1I | -2.3 |
| Cc1cnn(C(C)C(C)NCCS(=O)(=O)C(F)(F)F)c1 (stereo not drawn) | 49.0 |
| O=C1Nc2ccccc2C12CCCN(Cc1cnc(-c3ccccn3)nc1)C2 (stereo not drawn) | -9.6 |
| Cc1cccn2c(=O)nc(SCC(=O)Nc3cccc(Cl)c3)nc12 | -2.0 |
| Cc1cccnc1NC(=O)c1ccc(Br)o1 | -17.3 |

Part of the list above, set out differently.
| molecule | mcGAS MS inh |
| --- | --- |
| O=C(c1cn(CC2CCCO2)nn1)N1CCCN(c2nc3ccccc3s2)CC1 (stereo not drawn) | -3.0 |
| Cc1cc(C(=O)NCC2CCN(CCO)CC2)ccc1I | -2.3 |

(next part)
SMILES	mcGAS MS inh
O=C(CSCc1ccccc1Cl)NCc1nc(-c2cccnc2)no1	-6.2
Cc1noc(OCc2c(C)noc2C)n1	1.7
C=CCn1c(=O)c2c(nc3n(-c4cccc(O)c4)c(C)cn23)n(C)c1=O	-6.0
CN(Cc1ccccc1)Cc1cc(C(=O)N(C)Cc2ccoc2)no1	6.9
CCP(=O)(CC)C(C)(C)CP(=O)(c1ccccc1)c1ccccc1	-10.9
CN(Cc1ccco1)c1ncncc1I	18.5
CCNC(=O)C1(C)CCN(Cc2noc(-c3ccccc3)n2)C1 (stereo not drawn)	-3.4
O=C(CSc1nnc(-c2cccs2)o1)N1CCCC1	-4.7
CC1(C)C(=O)Nc2ccc(S(=O)(=O)Nc3ccnn3C3CCCCC3)cc21	5.1
COc1ccccc1C(C)NC(=O)C1CC2CCCC(C1)C2=O (stereo not drawn)	-1.6
Cc1ccccc1N=C1SCCCN1C(=O)c1ccc2c(c1)OCO2	-0.3
CCc1ccc(CN(C)C(=O)c2cc(COc3ccc(-n4cncn4)cc3)on2)nc1	-2.0
c1ccc2c(OCc3nn[nH]n3)cccc2c1	-2.8
Cc1nc(CN2CCOc3ccc(Cl)cc32)no1	-3.9
Cc1ccc(N2CCn3c2nc2c3c(=O)n(CCN3CCCCC3)c(=O)n2C)c(C)c1	-5.6
Cc1nc2ccc(C(=O)OC(C)C(=O)NC3CC3)cc2nc1C (stereo not drawn)	-3.8
O=C(CCC1CCCN(C(=O)c2ccsc2)C1)NCc1ccccc1Cl (stereo not drawn)	-14.1
COc1ccccc1-c1n[nH]c(=S)n1-c1cccc(C)c1	-8.9
O=C(c1cccc(N2CCNC2=O)c1)N1CCn2cncc2C1	-18.0
c1nc(N2CCOCC2)c2sc3nc(N4CCOCC4)c4c(c3c2n1)CCCC4	8.7
CNC(=O)CSc1nc2sc3c(c2c(=O)n1C)CCCC3	-4.9
Cc1csc(SCC(=O)NCc2cccnc2Oc2ccccc2)n1	3.0
CN(C(=O)c1ccc(CS(=O)(=O)c2ccccc2)o1)C1CCCCC1	-3.1
Cc1nc(CN2C(=O)C(Cc3ccccc3)ON=C2c2ncccc2C)cs1 (stereo not drawn)	-4.5
O=C(NC1CCCN(CCc2ccccc2)C1)c1ccccc1C(F)(F)F (stereo not drawn)	4.8

Reprinted at random: seven records from the list, in no set order.
SMILES	mcGAS MS inh
O=C(c1cn(CC2CCCO2)nn1)N1CCCN(c2nc3ccccc3s2)CC1 (stereo not drawn)	-3.0
Cn1nc(Oc2nc(N3CCCCC3)nc(N3CCCCC3)n2)ccc1=O	13.0
Cc1nc(SC(C)C(=O)Nc2ccc(F)cc2Cl)n[nH]1 (stereo not drawn)	-1.7
CCNC(=O)C1(C)CCN(Cc2noc(-c3ccccc3)n2)C1 (stereo not drawn)	-3.4
Cc1ccn(CCC(=O)NC2CCCc3c2cnn3-c2ccc(F)cc2F)n1 (stereo not drawn)	-1.3
CCP(=O)(CC)C(C)(C)CP(=O)(c1ccccc1)c1ccccc1	-10.9
COc1ccccc1-c1n[nH]c(=S)n1-c1cccc(C)c1	-8.9

Following part.
SMILES	mcGAS MS inh
O=C(c1ccccc1)C(Sc1nnc(-c2ccc3c(c2)OCO3)o1)c1ccccc1 (stereo not drawn)	-13.5
c1ccc(-c2nc3c(c(NC[C@@H]4CCCO4)n2)CCNC3)nc1	-39.6
CCn1c(C)cc(O)c(C(c2ccc(Cl)cc2)N2CCC(C)CC2)c1=O (stereo not drawn)	-6.5
O=C(Nc1ccccc1)C1CCCN(C(=O)CCc2cccnc2)C1 (stereo not drawn)	-0.6
Oc1oc(-c2cccc3ccccc23)nc1C=Nc1ccc(F)cc1	-7.0
C=CCn1c(C)cc(C(=O)CSc2nnc(NC(C)C)s2)c1C	-10.6
CNc1nnc(SCC(=O)NC(=O)c2ccc(OC(F)F)cc2)s1	6.9
Cc1nn(C)c2c1C(c1ccc(C#N)cc1)C(NC(=O)c1ccccc1)C(=O)N2 (stereo not drawn)	-7.6
O=C(NCc1cc2ccccc2o1)Nc1cccc(N2CCOCC2)c1	-1.6
O=C(c1coc(-c2ccccc2)n1)N1CCOc2ccccc2C1	-5.6
O=S(=O)(NCC1CCCO1)c1ccc(Cl)cc1 (stereo not drawn)	-19.4
Cc1ccc(NC(=O)CSc2nccc(=O)[nH]2)c(S(=O)(=O)N2CCCCC2)c1	-2.5
CCc1nc(NC(=O)c2cc(Br)cn2C(C)C)n[nH]1	-9.8&-0.4
O=C(c1ccc(F)c(O)c1)N1CCCn2nc(C(=O)N3CCCC3)cc2C1	-8.1
COc1cccc(CNC(=O)C(C)N2CCCCCC2)n1 (stereo not drawn)	-6.3
COc1ccc(CN2CCNC(=O)C2CC(=O)N2CCC(OC)CC2)cc1OC (stereo not drawn)	-3.3
CC(C(=O)N(C)C1(C#N)CCCCC1)N1CCN(c2ccccc2)CC1 (stereo not drawn)	0.4
Cc1noc(NS(=O)(=O)c2c(C)sc3ccc(Cl)cc23)c1C	-13.1
COc1ccc(-c2nnc(SCc3ccc(OC)c(F)c3)o2)c(OC)c1	-5.5
C#Cc1cccc(NCc2ccccc2)c1	-10.3
COc1ccccc1CNC(=O)c1nc(-c2ccccc2)oc1C	2.4
c1csc(Cc2nc(-c3cccs3)no2)c1	-41.8
CCCNC(=O)CCc1nc2sc3c(c2c(=O)[nH]1)CCCC3	-3.3
COc1cn2c(cc1=O)C(=O)N(CCNC(=O)c1cccc(F)c1)CC2	-10.1
CCN(c1ccc(C(=O)NNC(=O)C2CC2)cc1)C(C)C	2.2
Going on with the list:
SMILES	mcGAS MS inh
CC(O)C1CCN(C(=O)C2(Cc3ccccc3)CCC2)CC1 (stereo not drawn)	-8.8
COc1ccsc1C(=O)NC1c2ccccc2CC1O (stereo not drawn)	-10.7
S=c1n(CN2CCOCC2)nc(-c2c[nH]c3ccccc23)n1-c1ccc(Cl)cc1	-2.7
Cc1ccc(C(=O)Nc2cc(Cl)ccc2N2CCOCC2)o1	-8.3
Cc1nnc(SCc2cc(=O)n3[nH]cnc3n2)s1	11.8&22.8
COCc1nc(N2CCOc3ccc(Cl)cc3C2)c2cnn(C)c2n1	-6.4
O=C(c1cn(Cc2cccnc2)nn1)N1CCC2CCCCC21 (stereo not drawn)	-4.2
N#C/C(=N\Nc1ccccc1)c1nc(-c2ccc(Cl)cc2)cs1	-12.6
N#CC(c1nc2ccccc2nc1N1CCNCC1)S(=O)(=O)c1cc(Cl)ccc1Cl (stereo not drawn)	3.6
COc1cc(C=CC(=O)N2CCN(C(=O)Cc3ccccc3)CC2)ccc1OCc1ccccc1	34.1
CC(C)(C)c1cc(OC(=O)C2CC2)ccc1O	1.5
Fc1ccccc1SCCN1CCN(CC2CC2)CC1	-7.3
Cn1cc(/C=C/C(=O)Nc2ccccc2N2CCc3ccccc3C2)cn1	0.1
Cc1nn(C)c(C)c1CN(CC1CCCC1)C1CC1	-28.2
O=C(O)c1ccc(-n2c(C3C4CCCCC43)n[nH]c2=S)cc1 (stereo not drawn)	-6.5
O=C(Cc1ccc(F)cc1)NCCCn1nc(-c2ccc(F)cc2)ccc1=O	8.5
CC(=O)OCC1=C(C(=O)O)N2C(=O)[C@@H](NC(=O)CSc3ccncc3)[C@H]2SC1	-1.2&-0.4
COc1cc(N=C(N)N=C(N)N)c(OC)cc1Cl	-6.5
COc1cc(Br)c(S(=O)(=O)Nc2ccccc2Cl)cc1OC	-10.3
COc1ccc(CCOc2nc(-c3ccc(OC)cc3)n(-c3ccc(N)cc3)n2)cc1	-6.7
CCCCNC(=O)c1cc(S(=O)(=O)N2CCCC2)ccc1Cl	-7.3
COc1ccccc1C(=O)c1c(NC(=O)CN2CCN(C)CC2)sc2c1CCCC2	3.7
CCn1c(CNC(=O)CN2CCSC2=O)nc2ccccc21	-21.2
COCCNC(=O)C1CCC(c2cccc(C)c2)N(C(=O)NC(C)C)C1 (stereo not drawn)	4.6
CN(C)S(=O)(=O)c1ccc(OCCN2CCc3sccc3C2C2CC2)cc1 (stereo not drawn)	-5.4
Cc1nn(CN(C)C2C3CC4CC(C3)CC2C4)c(=S)n1C (stereo not drawn)	-2.8
Cc1ccc(C)c(OCC(=O)NC(=S)N2CCOCC2)c1	-6.3
CN(C(=O)NCCOc1ncc(C(F)(F)F)cc1Cl)C1CC1	-7.3

This is a subset; rates above refer to the full screens.
